Screening data as filed in PubChem.
ABHD5 PLIN5 PPI = blocks binding of human ABHD5 to perilipin-5; Q00G26+Q8WTS1; Split G. princeps luciferase complementation, luminescence, 4 h; inhibition, % at 4 µM; 360,000 tested, 0.78% active; AID 602281;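 active means inhibition above the mean inhibition across every tested compound plus 3 SD, cut at about 22% in these data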;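 further: 0% = DMSO only wells and the 100% control is not disclosed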
Target sequence (Q00G26 whole entry, looked up): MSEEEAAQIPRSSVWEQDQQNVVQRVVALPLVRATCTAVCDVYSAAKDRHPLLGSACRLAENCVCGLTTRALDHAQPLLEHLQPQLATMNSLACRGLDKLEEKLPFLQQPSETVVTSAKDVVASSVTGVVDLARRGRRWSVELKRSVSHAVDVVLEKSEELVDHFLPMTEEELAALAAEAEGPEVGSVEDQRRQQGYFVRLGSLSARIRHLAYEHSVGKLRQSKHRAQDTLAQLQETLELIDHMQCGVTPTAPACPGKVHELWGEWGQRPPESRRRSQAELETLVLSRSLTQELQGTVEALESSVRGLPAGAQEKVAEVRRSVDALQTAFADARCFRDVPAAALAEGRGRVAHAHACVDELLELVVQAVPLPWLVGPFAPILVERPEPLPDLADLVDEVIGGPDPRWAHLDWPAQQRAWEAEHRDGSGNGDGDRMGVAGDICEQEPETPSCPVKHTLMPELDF
Target sequence (Q8WTS1 whole entry, looked up): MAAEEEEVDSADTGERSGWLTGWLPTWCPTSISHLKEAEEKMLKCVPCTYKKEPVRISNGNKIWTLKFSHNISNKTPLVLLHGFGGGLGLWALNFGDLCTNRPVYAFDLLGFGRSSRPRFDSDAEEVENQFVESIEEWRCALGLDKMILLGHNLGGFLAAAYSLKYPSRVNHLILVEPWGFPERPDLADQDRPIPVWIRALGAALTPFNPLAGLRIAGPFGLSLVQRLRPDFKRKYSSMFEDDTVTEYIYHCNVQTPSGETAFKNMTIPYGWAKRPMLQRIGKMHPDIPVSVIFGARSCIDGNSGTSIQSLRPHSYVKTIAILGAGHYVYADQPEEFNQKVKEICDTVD
Glyco luc inh = N-linked glycosylation inhibition | 360,000 tested, 0.23% active | AID 588692 | D54 ERlucT glycosylation luciferase reporter, 24 h; percent of 100 nM tunicamycin response | reporter increase, % at 12.5 µM;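 active means mean luciferase reporter signal, scaled so untreated is 0 and the glycosylation-blocking control 100, at or above a set limit in every replicate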;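 further: luciferase carries N-glycosylation sites so blocking glycosylation raises the light; 0% = median of neutral control wells and 100% = median of 100 nM tunicamycin wells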
ABCB6 inh MLPCN = blocks the human ABCB6 transporter | Q9NP58 | K562-ABCB6 porphyrin accumulation, flow cytometry, 1 h; hits give low values | fluorescence ratio to DMSO, % at 10 µM | 360,000 tested, 0.19% active | AID 602162;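 active means fluorescence ratio to DMSO below 75%, the collection mean minus 3 SD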;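 further: signal is porphyrin accumulated inside mitochondria; 100% equals median channel fluorescence of DMSO control wells; lower ratio means ABCB6 inhibition with less porphyrin fluorescence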
MC4R antagonist = human MC4R antagonism in cAMP assay; P32245; 360,000 tested, 0.48% active; MC4R-expressing cells, MTII-stimulated cAMP, LANCE TR-FRET; inhibition, % at 6.5 µM;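 active means inhibition above its plate's cutoff, the mean of tested wells on that plate plus 3 SD, cut at about 29% in these data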;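 further: 0% = Melanotan II alone and 100% = Melanotan II plus saturating MCL0020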
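Material: U2OS-MC4R stable cell line | Reagent: Melanotan II challenge after compound preincubation | Doses: One concentration, 6.5 µM nominal | Incubation: 30-min compound preincubation, 1-h Melanotan II challenge, 1-h detection, room temperature | Signal: TR-FRET cAMP assay | Replicates: One well per compound, no replicates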
aDG glyco up = increases alpha dystroglycan glycosylation; Pro5-aDG cells, alpha-DG glycosylation AlphaScreen (IIH6); 0% Pro5, 100% B10-LARGE cell signal; activation, % at 10 µM; 360,000 tested, 0.22% active; AID 624168;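 active means activation of at least 8% versus controls, or a plate z-score of at least 8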;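 further: Pro5 are CHO cells carrying HIG-tagged alpha-DG that lacks glycosylation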
Exocytosis inh = blocks lytic granule exocytosis | inhibition, % at 10 µM | 360,000 tested, 0.66% active | TALL-104 LAMP-1 surface exposure, flow cytometry; cells stimulated with thapsigargin and PMA;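 active means inhibition above about 55%, limit read from the data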
m5-HT2A agonist = agonists of mouse serotonin 5-HT2A receptor (HTR2A); activation, % at 7.6 µM; CHO-K1 mHTR2A beta-arrestin complementation, luminescence; percent of 30 µM serotonin response; P35363; 360,000 tested, 0.66% active;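 active means activation above a run cutoff, the mean activation of all tested compounds plus 3 SD, cut at about 14% in these data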;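 further: 0% = plate median of compound wells and 100% = 30 µM serotonin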
MC4R ag barr = agonists of human melanocortin 4 receptor (MC4R) beta-arrestin. 360,000 tested, 0.98% active. AID 540308. activation, % at 8.9 µM. U2OS MC4R beta-arrestin complementation, luminescence; percent of melanotan II response, DMSO zero;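 active means activation above a per-plate cutoff, the mean activation of sample wells on that plate plus 3 SD, cut at about 8% in these data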
hiPSC survival = enhancers of human iPSC single-cell survival; hiPSC single-cell survival, ATPlite luminescence; 100% = ROCK inhibitor wells, 0% = DMSO; survival enhancement, % at 20 µM; 360,000 tested, 0.044% active; AID 602274; in the data active means survival enhancement above about 18%;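 further: cells exposed to compounds for 16 hours before the ATP read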
Cardio protect = myocardial damage modulation in H9c2 cells; H9c2 cardiomyocytes, H2O2 injury protection, ATPLite, 2 h; AID 588492; 360,000 tested, 0.63% active; protection from H2O2 cell death, % at 20 µM;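 active means compounds giving at least 50% protection of heart cells from peroxide-induced death in the single-dose screen, raw or plate-pattern-corrected value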;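 further: 0% = DMSO wells with peroxide and 100% = DMSO wells without peroxide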
Starred values were filed as active, the others as inactive; i = inactive; . = not tested or not shown.

SMILES	ABHD5 PLIN5 PPI	Glyco luc inh	ABCB6 inh MLPCN	MC4R antagonist	aDG glyco up	Exocytosis inh	m5-HT2A agonist	MC4R ag barr	hiPSC survival	Cardio protect
CC1CCCN(CC(=O)Nc2ccc(S(=O)(=O)N3CCCC3)cc2)C1 (stereo unspecified)	1	-2	168	-2	0.6	2	-7	0.6	-0.3	0
CC(=O)NC(NC(C)=O)c1cccc(OCc2ccccc2)c1	2	0	101	-5	-0.1	-4	9	0.8	0.4	0
Cc1nnc(SCC(=O)Nc2cc(S(=O)(=O)N3CCOCC3)ccc2N2CCCC2)s1	-6	-1	92	1	0.0	2	5	-1.6	-1.8	9
CCOCc1c(C(=O)Nc2ccc(OC)nc2)oc2ccccc12	-5	0	100	-1	0.0	-13	-1	0.0	1.3	3
O=C(Nc1ccc(Br)cc1)c1ccc(F)c(S(=O)(=O)N2CCN(c3ccccn3)CC2)c1	-7	-3	85	5	8.5*	12	-3	-3.8	-0.8	-30
O=C(O)c1cc(Cl)c2c(c1)[C@@H]1C=CC[C@@H]1[C@H](c1ccc(S(=O)(=O)N3CCOCC3)cc1)N2	19	2	109	2	0.1	2	4	-1.2	0.5	0
CCN(CC)C(=O)c1cncc(C(=O)N(CC)CC)c1-c1ccccc1	-8	1	101	7	-0.1	-1	2	-1.4	2.1	3
CCn1cc(C(=O)Nc2ccc(C)cc2[N+](=O)[O-])c(C)n1	10	2	94	7	-0.1	-8	5	-1.4	0.7	3
COc1cc(C(=O)Nc2cc(Cl)ccc2C)c(-n2cnnn2)cc1OC	3	2	94	12	0.0	-3	0	-0.3	0.7	2
COC(=O)[C@@]1(Sc2ccc(OC)cc2)CC(=O)N[C@@H]1c1ccccc1	2	.	101	.	0.1	-2	6	.	-0.1	.
COCCNC(=O)C1CCC(CNS(=O)(=O)c2ccc3c(c2)CC(C)N3C(=O)C2CC2)CC1 (stereo unspecified)	-5	0	103	6	-0.1	-5	6	-0.3	0.3	0
Nc1nnc(CC(=O)N/N=C/c2cc([N+](=O)[O-])cc(Br)c2O)s1	-1	1	97	-3	0.5	0	-4	-3.4	-0.8	0
O=C(c1cccs1)N(Cc1cccc(Cl)c1)C1CCS(=O)(=O)C1 (stereo unspecified)	3	1	89	4	0.0	0	-1	-1.2	17	-8
Cc1cc(C)n(C(=O)CCCCCCCC(=O)n2nc(C)cc2C)n1	2	5	98	-1	0.0	1	3	2.7	-0.7	-7
O=C(CNCC1CCCO1)Nc1ccccc1-n1cccc1 (stereo unspecified)	-8	2	101	-3	-0.2	0	-1	-0.6	1.1	1
N#Cc1nc(Cc2cccc3ccccc23)oc1NCC1CCCO1 (stereo unspecified)	-4	0	101	3	0.4	3	-4	-0.9	0.0	-3
CCC(=O)N1CCN(c2nc(C)nc3sc(C)c(C)c23)CC1	-7	-1	100	10	0.1	-1	-2	-0.5	8.1	15
CCc1[nH]nc(C(=O)NC2CCCN(Cc3ccccc3F)C2)c1C (stereo unspecified)	-1	-5	92	12	-0.1	1	1	-1.9	-0.6	-3
Cc1ccc2[nH]c(=O)c(CN(CC3CCCO3)S(=O)(=O)c3cccc4nsnc34)cc2c1 (stereo unspecified)	0	4	96	5	-0.2	1	1	-0.5	-3.3	32
Cc1ccc(C(=O)NNC(=O)c2cccc(Br)c2)cc1	-11	1	114	0	-0.1	-6	1	-1.3	-0.1	5
O=C(Nc1ccc(Oc2ccc(Cl)cc2)cc1)c1ncn[nH]1	2	-3	110	14	0.1	-1	1	2.5	4.2	-6
CCC(CO)Oc1cc(NC(=O)c2cccc([N+](=O)[O-])c2)c2ncn(C(C)C)c2c1 (stereo unspecified)	-14	4	98	12	-0.2	-4	0	-0.9	3.4	10
CC1=C(C/C=C(\C)CCC[C@H](C)CCC[C@H](C)CCCC(C)C)C(=O)c2ccccc2C1=O	-5	2	105	15	0.0	-4	6	1.3	1.8	-5
O=C(Nc1ccncc1)c1c(Cl)cccc1Cl	5	-4	96	13	0.0	-18	2	-0.9	6.9	0
Cc1ccccc1NC(=O)CSc1nnc(Cc2cccn2C)n1-c1ccc(F)cc1	1	0	101	4	0.2	-1	-2	-1.5	-0.3	12

Further entries
SMILES	ABHD5 PLIN5 PPI	Glyco luc inh	ABCB6 inh MLPCN	MC4R antagonist	aDG glyco up	Exocytosis inh	m5-HT2A agonist	MC4R ag barr	hiPSC survival	Cardio protect
N#Cc1c(C(F)(F)F)cc(-c2ccccc2)nc1SCc1nc(N)nc(N2CCOCC2)n1	1	-1	i	7	0.4	16	7	1.4	7.4	-4
O=C(CN(CCO)c1ccccc1)NC12CC3CC(CC(C3)C1)C2	2	0	86	6	0.0	0	3	-1.0	-0.3	2
O=C(CSc1ccc2nnc(CCNC(=O)c3ccccc3)n2n1)Nc1ccc(F)cc1F	-1	1	98	11	-0.1	-3	5	-2.3	-0.5	-1
C=CCN(c1ccc(C(=O)Nc2ccc(C)c(C)c2)cc1)S(C)(=O)=O	1	0	94	1	0.1	-7	2	-0.1	-2.5	-5
S=C(NCC(c1ccco1)N1CCCC1)Nc1ccccc1 (stereo unspecified)	-2	-2	97	0	-0.5	-1	-2	-5.3	0.3	13
Cc1ccc(-c2cc(-c3ccccc3Cl)[nH]n2)c(O)c1	-7	-10	98	-1	0.3	3	3	1.1	-0.9	-9
Cc1cc(Nc2ccc3ccccc3c2)n2ncnc2n1	-4	7	98	-1	0.4	0	-4	0.0	-0.7	6
Cc1cc(C)c(C(=O)Nc2ccc(S(=O)(=O)Nc3onc(C)c3C)cc2)c(C)c1	5	0	99	0	0.1	3	-2	-1.1	1.5	2
[O-]c1c[n+](-c2ccccc2)no1	-1	-1	98	20	-0.1	6	-7	-2.0	-0.6	-3
CCn1c(=N)n(CC(O)c2ccccc2)c2ccccc21 (stereo unspecified)	2	2	97	9	0.2	-5	-4	1.1	4.5	-2
COc1ccc(NC(=O)Cn2c3ccccc3c3nc4n(c(=O)c32)CCS4)cc1	2	0	100	18	0.1	-3	5	2.1	-0.7	-2
CC(OC(=O)C1CC=CCC1C(N)=O)C(Cl)=C(Cl)Cl (stereo unspecified)	1	0	102	-2	-0.1	2	-2	-1.1	-1.9	9
CC(C)Cc1nnc(NC(=O)c2cc(S(=O)(=O)N(C)C)ccc2N2CCCC2)s1	0	2	100	-1	-0.4	29	-1	-3.0	-0.4	-8
COc1ccc(CN2C(=O)C(CC(=O)NCCN3CCOCC3)CC(C(=O)N(C(C)C)C(C)C)=C2C)cc1 (stereo unspecified)	-11	1	104	5	-0.1	-4	3	-1.1	0.0	-2
O=C(NC1CCSC1)c1cccc(Cl)c1 (stereo unspecified)	-2	2	93	2	0.1	-8	2	0.7	-0.1	8
CCOC(=O)C1CCCN(C(=O)c2sc3nc(-c4ccc(OC)cc4)cn3c2C)C1 (stereo unspecified)	0	1	101	8	0.1	-2	3	-0.4	0.2	8
O=C(CCC(=O)Nc1ccc(Br)cc1)N/N=C/c1ccc(O)cc1	-1	2	101	-1	-0.2	-18	-11	-0.8	1.0	6
COc1ccc(N(CC(=O)NCCc2ccccc2)C(=O)CCC(=O)Nc2nccs2)cc1	-1	1	98	5	0.1	-10	-4	-2.1	-0.5	3
CCOc1ccccc1C1CC(=O)NC(SCC(=O)Nc2nccs2)=C1C#N (stereo unspecified)	-4	0	95	-1	-0.3	-4	3	-1.3	-0.8	2
Cc1cccc(NC(=O)c2cc(S(=O)(=O)c3ccccc3)ccc2Cl)c1	3	5	103	3	0.4	-4	-3	-1.7	-2.2	2
CCC(=O)N1CCC1(C)C(=O)Nc1cccc(OC)c1OC (stereo unspecified)	11	2	i	-7	-0.4	4	5	-0.8	-2.4	0
Cc1ccc(-c2nnc(SCC(=O)Nc3ccc4c(c3)OCCO4)n2N)cc1	2	2	90	4	0.1	3	-3	-2.0	4.8	6
CC(=O)c1ccc(C(=O)NC2CCCN(Cc3ccccc3F)C2)cc1 (stereo unspecified)	-4	1	101	16	-0.1	30	4	0.6	-0.6	0
COC(=O)c1ccc2nc(-c3ccc(F)cc3)c(Cc3ccccc3)n2c1	1	-2	96	.	0.5	1	-2	.	3.6	4
O=C(Nc1cc(Br)c(O)c(Br)c1)c1cccc(NC(=O)c2ccco2)c1	2	-1	90	7	0.2	1	-4	-2.2	-0.4	-3

Carrying on.
SMILES	ABHD5 PLIN5 PPI	Glyco luc inh	ABCB6 inh MLPCN	MC4R antagonist	aDG glyco up	Exocytosis inh	m5-HT2A agonist	MC4R ag barr	hiPSC survival	Cardio protect
COc1cc(NC(=O)CCc2ccccc2)c(C(=O)O)cc1OC	-6	1	108	14	0.0	1	2	0.3	-0.6	4
COc1ccc(Cn2c(CCC(=O)NCCC(C)C)nc3ncccc3c2=O)cc1	11	2	99	6	1.0	11	1	4.1	-0.3	14
CCn1c(=O)cc(OCC(=O)Nc2nc(C)cs2)c2ccccc21	1	5	98	1	-0.1	-5	0	-1.6	-0.6	41
O=C(Cn1c2c(sc1=O)C1c3ccccc3OCC1CS2)Nc1ccc(Cl)cc1 (stereo unspecified)	-25	-4	106	8	0.4	-1	-4	-0.1	-1.5	0
O=C(NCCC(F)(F)F)c1cccc2c(-c3ccc(F)c(F)c3)coc12	2	-3	99	4	0.2	-9	-3	-0.2	-1.7	-5
CCNC(=O)C1(C)CCN(Cc2ccccc2-c2ccccc2)C1 (stereo unspecified)	-1	-1	102	-10	0.0	2	2	0.6	5.8	-7
CC(C)C[C@@H]1NC(=O)[C@H](Cc2ccccc2)N(C)C(=O)[C@H](C)NC(=O)c2ccccc2NC(=O)[C@H](Cc2ccc(O)cc2)N(C)C1=O	2	-12	101	6	0.7	16	4	0.2	-0.2	34
O=C(O)CCCCCN1C(=O)c2ccc(C(=O)O)cc2C1=O	0	0	88	0	-0.1	-8	3	0.3	0.1	4
CCCc1cc(=O)n(-c2nc3ccccc3s2)[nH]1	3	-1	106	-1	0.0	-3	-1	-1.4	0.7	7
CC(CCc1ccccc1)NC(=O)C(C)OC(=O)c1ccco1 (stereo unspecified)	2	1	92	15	0.1	-8	2	1.7	-0.3	5
NC(=O)c1ccsc1NC(=O)c1ccc(S(=O)(=O)N2CCCCC2)cc1	-9	-1	90	16	-0.1	3	1	2.9	-2.9	10
Cc1ccc(SCC(=O)NCCCc2ccccc2)cc1	5	0	91	0	0.1	-3	2	1.6	-0.7	-1
COCCN(CC(=O)Nc1cccc(C)c1C)C(=O)c1ccc(S(=O)(=O)N2CCOCC2)cc1	12	-1	99	9	0.1	-7	0	-0.7	-0.4	5
CCOC(=O)C1=C[C@@H](C(C)(C)C)N(S(=O)(=O)c2ccc(C)cc2)[C@H]1c1cccc2ccccc12	-3	0	94	.	-0.1	-4	-2	.	-1.3	-7
O=C(Nc1ccc(F)cc1F)N1CCN(CCc2ccccc2)CC1	0	-1	102	1	0.0	-9	-2	1.7	0.0	4

An excerpt from above in order of their number in MC4R ag barr, ascending:
structure | MC4R ag barr
CC(C)C[C@@H]1NC(=O)[C@H](Cc2ccccc2)N(C)C(=O)[C@H](C)NC(=O)c2ccccc2NC(=O)[C@H](Cc2ccc(O)cc2)N(C)C1=O | 0.2
O=C(O)CCCCCN1C(=O)c2ccc(C(=O)O)cc2C1=O | 0.3
NC(=O)c1ccsc1NC(=O)c1ccc(S(=O)(=O)N2CCCCC2)cc1 | 2.9

The order is random. About 4.5% of those tested had a hit in this group.
